# Sm TGR inh: qHTS Assay for the Inhibitors of Schistosoma Mansoni Peroxiredoxins | 3% of 360,000 active | Potency, µM (top dose mostly 114 µM), for the others: top-dose activity change, negative = inhibition, most hits filed as inhibitors | purified TGR, DTNB reduction, TNB absorbance 405 nm | AID 485364, 2010; note: potency is the fitted concentration of half-maximal effect; nearly all actives have a fitted effect of over 60% in size
#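 Kinetic colorimetric format: TGR-catalysed, NADPH-driven DTNB reduction monitored via TNB absorbance. Enzyme dispensed at 20 nM; compound exposure 15 min at room temperature before reaction start.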
# HCMV inh: qHTS Assay for inhibitors of the human cytomegalovirus (HCMV) | HFF cells, HCMV-luciferase reporter, 72 h; hits give low values | 4.5% of 410,000 active | activity change, negative = inhibition, % at 57.5 µM; in the data active = activity change below about -60%; inconclusive = no clear call, values can overlap the other calls; inactive = above about -39%
#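 Two-dose cell screen: HFF monolayers treated with compounds and infected with luciferase-expressing HCMV at 1 PFU/cell, 72 h at 37C, then lysed for luciferase measurement.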
# HCV inh: qHTS Assay for Inhibitors of Hepatitis C Virus (HCV). Huh7.5.1 HCVcc-Cre infection, luciferase reporter, 44 h. Potency, µM (top dose mostly 41.8 µM), for the others: at the top dose activity change, negative = inhibition, actives largely listed as inhibitors. 3.4% of 340,000 active. AID 651820, 2012; note: potency is the fitted concentration of half-maximal effect
#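 Infectious HCVcc-Cre (~0.5 moi) was added to cells just after compound, with cells seeded 4 h earlier at 1,000 per well. Luciferase activity after 44 h culture reported infection; substrate was incubated 15 min at room temperature before reading.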
# AmpC no deterg: qHTS Inhibitors of AmpC Beta-Lactamase (assay without detergent); P00811; AmpC nitrocefin hydrolysis, absorbance 480 nm, 0.0001% Triton; Potency, µM (top dose mostly 57.1 µM), for inactives: at the highest dose activity change, negative = inhibition, hits mostly inhibitors; 0.52% of 330,000 active; AID 485341, 2010;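 note: potency is the fitted concentration of half-maximal effect; plate controls were no compound for no effect and no enzyme for full effect; nearly all actives have a fitted effect of over 20% in size; some results filed as inactive show a strong effect at the top dose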
# Target sequence (P00811 whole entry, looked up): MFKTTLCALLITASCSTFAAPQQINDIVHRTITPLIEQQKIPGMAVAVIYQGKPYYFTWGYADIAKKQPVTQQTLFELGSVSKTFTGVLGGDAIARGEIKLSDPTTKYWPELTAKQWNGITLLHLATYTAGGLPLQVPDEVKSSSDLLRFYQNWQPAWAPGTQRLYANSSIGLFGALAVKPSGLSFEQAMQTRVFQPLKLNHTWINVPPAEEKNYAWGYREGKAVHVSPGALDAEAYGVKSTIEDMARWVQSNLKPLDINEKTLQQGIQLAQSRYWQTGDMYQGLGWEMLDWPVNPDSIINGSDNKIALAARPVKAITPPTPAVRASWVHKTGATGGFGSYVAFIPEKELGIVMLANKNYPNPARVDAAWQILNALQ
#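 AmpC (5.3 nM in the dispensed reagent) in 20 mM phosphate pH 7.0 with 0.01% (detergent screen) or 0.0001% Triton X-100 was preincubated with compounds for 15 min at room temperature. Nitrocefin was then added from an 800 uM solution, and hydrolysis was followed at 480 nm.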
# AmpC inh detg: qHTS Inhibitors of AmpC Beta-Lactamase (assay with detergent). P00811. AmpC hydrolysis of nitrocefin, absorbance 480 nm, 0.01% Triton. Potency, µM (series often up to 114 µM), inactives show top-dose activity change, negative = inhibition, most hits filed as inhibitors. 0.041% of 370,000 active. AID 485294, 2010;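 note: potency is the fitted concentration of half-maximal effect; 0% = no-compound wells and -100% = no-enzyme wells; nearly all actives have a fitted effect of over 25% in size; some results filed as inactive show a strong effect at the top dose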
#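 20 mM phosphate pH 7.0 + 0.01% (detergent screen) or 0.0001% Triton X-100; 5.3 nM AmpC reagent; cpd preinc 15 min RT; nitrocefin (800 uM stock) to start; A480 q20 s × 4 min; Activity was normalised to no-enzyme and no-compound control wells.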
# Giardia FBPA inh: qHTS Assay for Inhibitors of Fructose-1,6-bisphosphate Aldolase from Giardia Lamblia; purified Giardia FBPA; Potency, µM (series often up to 59.6 µM), without a hit: at the top dose activity, negative = inhibition, hits mostly inhibitors; 0.71% of 290,000 active; AID 2451, 2010; note: potency is the fitted concentration of half-maximal effect; nearly all actives have a fitted effect of over 55% in size
# Target sequence (A8B2U2 whole entry, looked up): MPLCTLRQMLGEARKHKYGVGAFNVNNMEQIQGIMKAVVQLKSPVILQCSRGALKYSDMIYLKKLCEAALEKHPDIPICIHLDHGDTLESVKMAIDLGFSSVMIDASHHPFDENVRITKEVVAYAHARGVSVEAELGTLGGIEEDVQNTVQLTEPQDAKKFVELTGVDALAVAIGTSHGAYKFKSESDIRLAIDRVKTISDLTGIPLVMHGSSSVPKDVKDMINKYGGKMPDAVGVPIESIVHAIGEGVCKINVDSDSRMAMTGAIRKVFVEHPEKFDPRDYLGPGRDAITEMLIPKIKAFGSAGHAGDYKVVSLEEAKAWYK
#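 40 nM FBPA preincubated 10 min at RT with compound (up to 57.5 uM final), then substrate plus GAPDH/TPI/NAD/arsenate coupling and diaphorase/resazurin added. Fluorescence read after 20 min at RT, 525/598 nm.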
# Starred values were filed as active, the others as inactive; u = inconclusive; x = not tested or not shown; [ ] = remark or other dose. Unless noted, calls come from the whole dose curve; as a rule, active = well fitted curve in the direction sought with a large enough effect; inconclusive = small, poorly fitted or top-dose-only effect, or another doubt; inactive = no such curve, though single readings can be large; an effect the other way counts as inactive or inconclusive. Unless noted, % is set by controls: 0 for no effect and ±100 for the full control effect. This is a random part of the collection. Share with any hit: about 9.9%.
mol,Sm TGR inh,HCMV inh,HCV inh,AmpC no deterg,AmpC inh detg,Giardia FBPA inh
O=C(N/C(C(=O)N1CCOCC1)=C(\Sc1ncccn1)c1ccccc1)c1ccccc1,40µM*,20,11%,20%,-9%,-13%
Cc1c(NC(=O)c2ccc(N3CCC(C)CC3)c([N+](=O)[O-])c2)cccc1-c1nc2ccccc2o1,1%,-4,x,x,0%,x
CC1=CCC(/C=N\Nc2nnc3c(n2)[nH]c2ccccc23)CC1 (configuration not stated),1%,x,11%,-16%,-1%,6%
COc1cc2[nH]cc(C(=O)NCCc3ccccc3)c(=O)c2cc1OC,1%,28,-19%,4%,u,-4%
O=c1cc(COc2cccc(C(F)(F)F)c2)nc2sc3c(n12)CCCC3,-6%,-1,x,x,-3%,x
COc1ccc(-c2nc3c4ccccc4ccn3c2CN2CCCCC2)cc1,x,-7,u,-14%,1%,-8%
O=C(c1cc(COc2ccc3ncccc3c2)on1)N1CCCC1,-16%,u,7.1µM*,33%,-2%,x
COc1ccc(N(CC(=O)NCc2ccc(C)cc2)S(=O)(=O)c2ccccc2[N+](=O)[O-])c(OC)c1,1%,u,-44%,-15%,2%,0%
O=C1CC(c2cccs2)Cc2nc(NCC3CCCO3)ncc21 (configuration not stated),-5%,-5,-9%,-13%,-25%,8%
O=C(NCc1ccccc1)c1cccc(COc2cccc(Cl)c2)c1,1%,36,-26%,-35%,-3%,0%
O=C(OCc1csc(-c2ccccc2)n1)c1ccc(O)cc1,11%,43,12%,-45%,3%,1%
CCn1ccc(C(=O)NC2C(=O)N3C(C(=O)O)=C(C)CSC23)n1 (configuration not stated),4%,-7,11%,-6%,-6%,-2%
Cc1ccc(S(C)(=O)=O)cc1S(=O)(=O)Nc1ccccc1,5%,17,7%,-24%,u,-3%
COc1ccc(Cn2c(=O)n(-c3ccc(C)cc3)c(=O)c3c2c2cc(C)ccc2n3C)cc1,-3%,22,x,x,u,x
Cc1ccc(CNC(=O)CCCCCn2c(=O)[nH]c3ccccc3c2=O)cc1,7%,40,x,x,6%,x
CN(C)CCCn1c(SCC(=O)Nc2nccs2)nnc1-c1ccncc1,-11%,87,15%,-2%,-10%,1%
CC1CN(C(=O)COC(=O)c2cc(Cl)ccc2Cl)CC(C)O1 (configuration not stated),2%,-30,18%,-11%,8%,1%
Cc1nc2cc(C(F)(F)F)ccc2n1C,-9%,u,-2%,-8%[11.4 µM],u,2%
COc1ccc(NC(=S)NNC(=O)COc2ccc(Cl)cc2Cl)cc1,-1%,u,u,-18%,9%,u
COc1ccccc1NS(=O)(=O)c1cccc(C(=O)NN=C2CCCCCC2)c1,-8%,10,-1%,-41%,-1%,-7%
COc1cccc(NC(=O)N(Cc2ccco2)C(C)c2cccs2)c1 (configuration not stated),-2%,27,-6%,-22%,4%,-3%
Cc1ccccc1N(CC(=O)N/N=C/c1ccccc1Cl)C(=O)c1ccccc1,-12%,35,-3%,-17%,0%,3%
O=C(CSc1nc2ccccc2c(=O)[nH]1)Nc1ccc(N2CCOCC2)cc1,-8%,-22,5%,-2%,-12%,-24%
CC1CC(=O)N(c2ccc(NCCc3ccccc3)c([N+](=O)[O-])c2)C1=O (configuration not stated),0%,-9,-21%,57%,2%,16%
CNc1nc(-c2ccccc2)nc(-c2ccc(OC)cc2)c1C#N,8%,-34,-5%,-21%,4%,3%
O=C(NCC(F)(F)F)c1ccc(S(=O)(=O)N2CCN(C(=O)C3CCCO3)CC2)cc1 (configuration not stated),-7%,30,-6%,-9%,-21%,x
CC(C)CC(=O)Nc1ccc(-c2nc3ccccc3c(=O)[nH]2)cc1,7%,32,-15%,-24%,2%,0%
C[C@H](NC(=O)Cc1cccc2ccccc12)C(=O)NCc1ccccc1,-3%,14,16%,-8%,-10%,0%
Cc1onc(-c2ccccc2)c1C(=O)Nc1ccnn1C1CCCCC1,7%,12,12%,3%,u,-3%
O=C(NCc1nnc(SCC(=O)N2CCOCC2)o1)c1c(F)cccc1Cl,-1%,-6,-15%,-12%,3%,3%
Nc1nc2n(n1)C(c1cccs1)CC(c1ccc(Br)cc1)N2 (configuration not stated),-19%,-38,3%,53%,-9%,1%
CCN(CC(=O)Nc1cccc(C(C)=O)c1)S(=O)(=O)c1ccc(OC)cc1,u,-26,-5%,-28%,-10%,0%
O=C(NC1CC1)c1cc2c(F)cccc2s1,x,23,u,-8%,-8%,-3%
CC(C)c1ccc(-n2c(O)c(C=NC(CCS(C)=O)C(=O)O)c(=O)[nH]c2=S)cc1 (configuration not stated),3%,-8,-13%,-36%,5%,-6%
O=C(NCCc1ccccc1)NC(Cc1ccccc1)C(=O)O (configuration not stated),10%,60,10%,-15%,-5%,1%
CC(C)C(NC(=O)c1ccc(F)cc1)C(=O)NC1(C)CCS(=O)(=O)C1 (configuration not stated),-6%,-13,15%,-4%,-9%,x
O=C(COC(=O)CCC(=O)c1cccs1)NCc1ccc(Cl)cc1,1%,22,23%,98%[activator],1%,18%
O=CN1CCN(C(=O)c2cc3cc(Cl)ccc3[nH]2)CC1,-8%,-26,12%,-12%,-7%,-1%
COc1cccc2cc(C(=O)Nc3cccc(C)n3)c(=O)oc12,23%[11.4 µM],x,21%,-9%,-13%,-3%
CCC(C)[C@H](N)c1cn([C@@H](Cc2cc3ccccc3[nH]2)C(=O)N2CCNCC2)nn1 (some centres not stated),-31%,-14,3%,12%,3%,-6%
CN(CC(=O)NCc1ccco1)S(=O)(=O)c1cccc2cccnc12,20µM*,27,-7%,-17%,u,0%
C#CCOCCOCCOCCNc1nc(N2CCN(C(=O)[C@H]([C@@H](C)O)n3cc(CCCCN)nn3)CC2)nc(N2CCN(C(=O)[C@H]([C@@H](C)CC)n3cc(CCCCN)nn3)CC2)n1,-15%,-6,23%,259%[activator],-4%,x
Cc1ccc(-c2c(C(=O)N/N=C/c3c[nH]c4ccccc34)nnn2-c2nonc2N)cc1,1%,-14,u,u,-1%,-9%
CC(=O)N(Cc1ccccc1)Cc1cn(CCC#N)nc1-c1cccc([N+](=O)[O-])c1,3%,-6,-9%,-11%[2.29 µM],-7%,4%
CCCCN(C(=S)NC(=O)c1cc(OC)c(OC)c(OC)c1)c1c(N)n(Cc2ccccc2)c(=O)[nH]c1=O,-11%,u,18%,-30%,-15%,-22%
CCOC(=O)N1CCN(C(=O)C2CCN(C(=O)Nc3ccccc3)CC2)CC1,x,27,-6%,-7%,x,x
COc1ccc(-c2nc(NC(=O)C3CC(=O)N(Cc4ccco4)C3)sc2C)cc1 (configuration not stated),-5%,-16,u,65%[activator],0%,x
CC(=O)C1=C(O)C(=O)N(c2ccc(O)cc2)C1c1cccc([N+](=O)[O-])c1 (configuration not stated),-5%,-4,11%,-21%,-8%,-5%
Cc1ccccc1Oc1nc(-c2ccccn2)nc2ccccc12,-20%,-99*,7.9µM*,61%[activator],-3%,3%
CC(Sc1nc(N)cc(=O)[nH]1)C(=O)NC1CCCCC1 (configuration not stated),-7%,-10,0%,-18%,-2%,4%
CC1(c2ccccc2)NC(=O)N(CC(=O)Nc2ccccc2N2CCCC2)C1=O (configuration not stated),-4%,-23,-4%,-2%,9%,x
CCc1cccc(OCC(=O)Nc2ccc(S(=O)(=O)Nc3ccccn3)cc2)c1,x,-37,-24%,10µM*,-6%,4%
C=CCn1c(=O)[nH]c2cc(C(=O)N3CCN(c4cccc(Cl)c4)CC3)ccc2c1=O,10%,0,-30%,23%,-4%,0%
COc1ccc(CNCc2ccc3c(c2)OCO3)cc1Br,-12%,-9,u,-17%,u,u
O=C(Nc1ccc([N+](=O)[O-])cc1)C(Cc1ccccc1)N1C(=O)c2cccc3cccc(c23)C1=O (configuration not stated),11%,-28,-12%,-37%,-5%,6%

# Quoted from the listing.
# For HCMV inh, CC(Sc1nc(N)cc(=O)[nH]1)C(=O)NC1CCCCC1 (configuration not stated) reads -10
# For HCV inh, CC(=O)C1=C(O)C(=O)N(c2ccc(O)cc2)C1c1cccc([N+](=O)[O-])c1 (configuration not stated) reads 11%

# An excerpt from further up:
mol,Sm TGR inh,HCMV inh,HCV inh,AmpC no deterg,AmpC inh detg,Giardia FBPA inh
Cc1ccc(-c2c(C(=O)N/N=C/c3c[nH]c4ccccc34)nnn2-c2nonc2N)cc1,1%,-14,u,u,-1%,-9%
CC(=O)N(Cc1ccccc1)Cc1cn(CCC#N)nc1-c1cccc([N+](=O)[O-])c1,3%,-6,-9%,-11%[2.29 µM],-7%,4%
CCCCN(C(=S)NC(=O)c1cc(OC)c(OC)c(OC)c1)c1c(N)n(Cc2ccccc2)c(=O)[nH]c1=O,-11%,u,18%,-30%,-15%,-22%
CCOC(=O)N1CCN(C(=O)C2CCN(C(=O)Nc3ccccc3)CC2)CC1,x,27,-6%,-7%,x,x
COc1ccc(-c2nc(NC(=O)C3CC(=O)N(Cc4ccco4)C3)sc2C)cc1 (configuration not stated),-5%,-16,u,65%[activator],0%,x
CC(=O)C1=C(O)C(=O)N(c2ccc(O)cc2)C1c1cccc([N+](=O)[O-])c1 (configuration not stated),-5%,-4,11%,-21%,-8%,-5%
Cc1ccccc1Oc1nc(-c2ccccn2)nc2ccccc12,-20%,-99*,7.9µM*,61%[activator],-3%,3%
CC(Sc1nc(N)cc(=O)[nH]1)C(=O)NC1CCCCC1 (configuration not stated),-7%,-10,0%,-18%,-2%,4%
CC1(c2ccccc2)NC(=O)N(CC(=O)Nc2ccccc2N2CCCC2)C1=O (configuration not stated),-4%,-23,-4%,-2%,9%,x
CCc1cccc(OCC(=O)Nc2ccc(S(=O)(=O)Nc3ccccn3)cc2)c1,x,-37,-24%,10µM*,-6%,4%
C=CCn1c(=O)[nH]c2cc(C(=O)N3CCN(c4cccc(Cl)c4)CC3)ccc2c1=O,10%,0,-30%,23%,-4%,0%
COc1ccc(CNCc2ccc3c(c2)OCO3)cc1Br,-12%,-9,u,-17%,u,u
O=C(Nc1ccc([N+](=O)[O-])cc1)C(Cc1ccccc1)N1C(=O)c2cccc3cccc(c23)C1=O (configuration not stated),11%,-28,-12%,-37%,-5%,6%
